ALDH1A1 block: blocks purified human ALDH1A1 activity. P00352. Purified ALDH1A1, NADH fluorescence, propionaldehyde substrate. Potency, µM (top dose mostly 75.3 µM), without a hit: at the highest dose activity, negative = inhibition, most hits filed as inhibitors. 220,000 compounds, 7.3% hits. AID 1030; active = well fitted inhibition curve with a large enough effect, not every such curve was filed as active; inconclusive = small, poorly fitted or top-dose-only effect, or another doubt; inactive = no such curve, though single readings can be large or run the other way;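 also: plate controls were no enzyme wells and a reference inhibitor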
Target sequence (P00352 whole entry, looked up): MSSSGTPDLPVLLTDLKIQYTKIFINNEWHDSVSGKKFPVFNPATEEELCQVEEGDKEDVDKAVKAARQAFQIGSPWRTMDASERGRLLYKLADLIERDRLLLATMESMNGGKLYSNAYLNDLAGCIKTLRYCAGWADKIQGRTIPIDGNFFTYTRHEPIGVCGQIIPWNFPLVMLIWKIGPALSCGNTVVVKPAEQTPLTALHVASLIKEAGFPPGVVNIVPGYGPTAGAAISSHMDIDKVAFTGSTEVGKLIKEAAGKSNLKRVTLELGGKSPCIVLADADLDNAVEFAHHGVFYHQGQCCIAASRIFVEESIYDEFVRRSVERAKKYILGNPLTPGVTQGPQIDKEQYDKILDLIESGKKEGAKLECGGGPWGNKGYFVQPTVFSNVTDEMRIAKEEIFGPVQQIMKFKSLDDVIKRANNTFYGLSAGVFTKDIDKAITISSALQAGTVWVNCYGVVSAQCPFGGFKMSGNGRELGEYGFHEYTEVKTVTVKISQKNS
GAA glycogen mod: inhibitors or activators of human alpha-glucosidase glycogen cleavage. P10253. recombinant GAA, glycogen substrate, Amplex Red glucose oxidase fluorescence. Potency, µM (highest dose often 76.4 µM), for inactives: top-dose activity change, negative = inhibition, hits mostly inhibitors. 300,000 compounds, 0.38% hits. AID 2100;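 also: 0% = full enzyme reaction and -100% = no-enzyme basal signal; the screen sought inhibitors and activators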
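qHTS, 1536-well; enzyme 4 nM final; cpd up to 77 uM; substrate bovine liver glycogen 30 ug; 50 mM citrate/phosphate pH 5.0, 0.01% Tween-20; 37 C, 40 min; Amplex Red detection 45 min RT; Hill fit → AC50.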
Epigenetic derep: regulators of epigenetic silencing causing reporter derepression in mouse cells; murine LDR cells, GFP reporter derepression, 30 h; Potency, µM (top dose mostly 53.9 µM), for the others: at the top dose GFP activation, actives largely listed as activators; 280,000 compounds, 0.2% hits; also: % of control where 0% means no effect; nearly all actives have a fitted effect of over 60% in size
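In this reporter-derepression format, murine cells bearing a silenced integrated CMV-GFP locus incubate with test compound (30 h, 37 C), then are washed and imaged; fluorescent objects of 20–120 um count as induced cells.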
GAA spleen mod: inhibits or activates alpha-glucosidase in human spleen homogenate. P10253. human spleen homogenate, 4-MU-alpha-glucoside fluorescence. Potency, µM (top dose mostly 79.9 µM), for the others: at the highest dose activity change, negative = inhibition, hits mostly inhibitors. 240,000 compounds, 0.006% hits. AID 2112;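 also: 0% = enzyme with vehicle and -100% = no enzyme basal signal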
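Compounds were titrated against alpha-glucosidase in spleen homogenate at pH 5.0, with 1 mM 4-methylumbelliferyl substrate for 40 min at 37 C. Reactions were quenched with pH 10 NaOH/glycine and fluorescence measured.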
GLA spleen mod: inhibitors or activators of human alpha-galactosidase in spleen homogenate; human spleen homogenate, 4MU-alpha-Gal fluorescence, 40 min; Potency, µM (highest dose often 80 µM), for the others: at the highest dose activity change, negative = inhibition, most hits filed as inhibitors; 240,000 compounds, 0.008% hits;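 also: 0% = enzyme with vehicle and -100% = no enzyme basal signal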
Target sequence (P06280 32-429 limits assumed): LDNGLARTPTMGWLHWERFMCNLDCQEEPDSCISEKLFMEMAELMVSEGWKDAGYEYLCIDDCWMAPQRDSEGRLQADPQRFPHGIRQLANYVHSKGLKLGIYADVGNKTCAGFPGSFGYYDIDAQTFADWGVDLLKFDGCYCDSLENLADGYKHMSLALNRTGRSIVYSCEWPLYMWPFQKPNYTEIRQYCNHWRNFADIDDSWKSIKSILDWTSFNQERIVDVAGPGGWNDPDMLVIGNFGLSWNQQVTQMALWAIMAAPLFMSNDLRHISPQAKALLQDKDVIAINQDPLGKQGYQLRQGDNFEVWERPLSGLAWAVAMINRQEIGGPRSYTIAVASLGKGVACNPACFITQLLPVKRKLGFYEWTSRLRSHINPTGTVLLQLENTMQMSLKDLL
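Human spleen homogenate (1 ug) was the enzyme source, with 4-methylumbelliferyl-alpha-D-galactopyranoside (1 mM final) in pH 5.0 citrate buffer with 0.01% Tween-20. Compounds were titrated; after 40 min at 37C, NaOH/glycine stop, 4-MU fluorescence read; AC50 from Hill fits.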
GAA inhib: inhibitors of human lysosomal alpha-glucosidase; purified human GAA, 4-MU-alpha-glucoside fluorescence; 200,000 compounds, 0.005% hits; Potency, µM (series often up to 76.9 µM), inactives show top-dose activity change, negative = inhibition, actives largely listed as inhibitors;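 also: plate controls were uninhibited enzyme wells for no effect and no-enzyme background for full effect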
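Endpoint fluorogenic read: 20 min room-temperature reaction of 4 nM human alpha-glucosidase with 400 uM 4-methylumbelliferyl-alpha-D-pyranoside, pH 5.0, quenched with 1M NaOH/1M glycine pH 10. AC50 from Hill modeling.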
Tau fluor cs: counter-screen for tau fibril formation inhibitors | tau K18 P301L (four-repeat tau fragment) Alexa594 fluorescence, heparin fibrillization | Potency, µM (series often up to 57.7 µM), for inactives: top-dose activity change, negative = decrease | 280,000 compounds, 0.93% hits | AID 1463; also: % is scaled to controls: 0 for no effect and ±100 for the full control effect; nearly all actives have a fitted effect of over 55% in size
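Human K18 P301L tau (15 uM unlabeled plus 0.24 uM Alexa 594-labeled, final) in 100 mM sodium acetate pH 7 was mixed with compound and 20 uM heparin and incubated 6 hr at 37 C.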
NPSR antag: antagonists of human neuropeptide S receptor cAMP signaling | Potency, µM (series often up to 38.3 µM), inactives show top-dose activity change, negative = inhibition, most hits filed as inhibitors | Q6W5P4 | AID 1461 | 220,000 compounds, 1% hits | CHO-NPSR cells, cAMP TR-FRET, antagonist mode; also: % is scaled to controls: 0 for no effect and ±100 for the full control effect; nearly all actives have a fitted effect of over 50% in size; many of its hits are not listed in these tables
* = called active by the depositor; ? = inconclusive; · = no result given; [ ] = another dose, or the depositor's remark. Unless noted, calls follow the shape of the dose curve; as a rule, active = well fitted curve in the direction sought with a large enough effect; inconclusive = small, poorly fitted or top-dose-only effect, or another doubt; inactive = no such curve, though single readings can be large; an effect the other way counts as inactive or inconclusive. Potency is read from the fitted curve at half-maximal effect. Not all compounds are listed. The share of hits here may be higher or lower than overall.

SMILES | ALDH1A1 block | GAA glycogen mod | Epigenetic derep | GAA spleen mod | GLA spleen mod | GAA inhib | Tau fluor cs | NPSR antag
CC(Sc1ncnc2ccccc12)C(=O)Nc1ccc2c(c1)OCO2 (configuration not stated) | -0.8% | -7.9% | 0.0% | 1.4% | -0.6% | ? | -24.1% | -26.4%[46.1 µM]
COc1ccc(C(=O)C(CCCCC(CN(C)C)C(=O)c2ccc(OC)cc2)CN(C)C)cc1 (configuration not stated) | -1.4% | 6.7% | 0.0% | -9.7% | -20.9% | -1.2% | -4.2% | -8.5%[46.1 µM]
COc1ccc(/C(O)=C2/C(=O)C(=O)N(CCN3CCOCC3)C2c2ccc(C)cc2)cc1 (configuration not stated) | ? | -1.0% | 6.4% | -7.8% | -1.4% | -6.2% | -3.5% | -4.2%[46.1 µM]
S=C(NCCN1CCOCC1)Nc1ccc(Cl)cc1Cl | 4.6% | -0.6% | 0.0% | 8.4% | 2.7% | 12.1% | 20.8% | 10.5%
Cc1cc(C)c(NC(=O)C2CCCCN2C)c(C)c1 (configuration not stated) | -2.6% | -8.8% | -0.7% | 4.7% | 3.8% | -10.0% | -0.7% | 2.4%[46.1 µM]
CC(C)(C)n1nnnc1SCC(=O)Nc1nn(-c2ccccc2)nc1C(N)=O | ? | 3.2% | -0.8% | · | -2.0% | -4.1% | -10.2% | -3.0%
CCOC(=O)CSc1nc2cc(C(F)(F)F)cnc2n1C | 3.1% | -0.2% | 1.3% | 2.0% | 3.1% | 2.1%[15.4 µM] | -5.8% | -30.1%
CC(C)CN=c1cc(-c2ccccc2)oc2ccc(Cl)cc12 | -2.8% | 3.8% | -1.2% | -2.7% | 5.5% | 4.6% | -19.6% | -16.4%[46.1 µM]
CCOc1ccc(C(=O)Nc2ccc(-c3nc4ccccc4[nH]3)cc2)cc1[N+](=O)[O-] | 5.2% | 9.7% | 0.9% | -9.2% | -5.4% | -5.5% | -15.7% | 15.8%
COc1ccc(/C=N/N2C(=O)CN(C(=O)c3ccccc3)C2c2ccc(OC)cc2)cc1 (configuration not stated) | · | 0.0% | 0.0% | -6.7% | 0.2% | · | -8.1% | -28.9%
O=C(c1coc2ccccc2c1=O)N1CCN(c2cccc(C(F)(F)F)c2)CC1 | -4.6% | 3.3% | 0.8% | 2.6% | -9.4% | -0.3% | -9.9% | 12.3%[46.1 µM]
CS(=O)(=O)N1CCN(C(=O)Cc2ccccc2Cl)CC1 | 9.8% | -10.6% | -0.1% | 6.8% | 2.5% | 10.6% | 1.3% | 9.1%
CCN(c1ccccc1)S(=O)(=O)c1ccc(Cl)nc1 | ? | 0.3% | 2.0% | -0.8% | 9.7% | -3.7% | 0.5% | -10.4%
Cn1cc(Br)c(C(=O)NC(=S)N2CCN(c3ccccn3)CC2)n1 | -3.3% | -3.7% | -1.6% | 1.4% | -0.4% | -1.5% | 11.2% | 17.3%
Cc1cc(C)n(C(=O)CN2C(=O)c3ccccc3C2=O)n1 | 5.7% | 1.4% | 1.3% | -0.6% | 2.7% | 1.9% | -2.1% | -11.9%[46.1 µM]
N=C(N)SCC1=CCS(=O)(=O)C1 | · | 1.1% | 0.0% | 5.4% | -0.4% | · | 1.2% | 20.6%
Cc1ccc2c(c1)c1ncn(CCC3=CCCCC3)c(=O)c1n2C | ? | -3.3% | -0.2% | 3.4% | 11.7% | 5.9% | -7.4% | ?
Cc1ccc(CS(=O)(=O)c2ccc(C(=O)N3CCN(c4ccccn4)CC3)cc2[N+](=O)[O-])cc1 | ? | -12.3% | 0.5% | -15.9% | -3.0% | -0.4% | -11.0% | -13.1%
FC(F)(F)c1nnc2ccc(NCn3nnc4ccccc43)nn12 | ? | -10.9% | 2.4% | 8.5% | 3.1% | 3.0% | 5.9% | 10.4%[46.1 µM]
CN(Cc1ccco1)C(=O)Cn1c(=O)oc2cc(S(=O)(=O)NCc3ccccc3)ccc21 | ? | -7.3% | -1.0% | 4.6% | 4.9% | -3.3% | -2.1% | 2.0%
CCOCCCn1c(=NC(C)=O)c(C#N)cc2c(=O)n3ccccc3nc21 | ? | 7.3% | 1.6% | ? | ? | ? | 7.5% | 22.8%
COc1cc(OC)c(C(=O)NCc2cccnc2)cc1OC | -4.0% | -16.5% | 1.1% | -3.8% | -3.1% | -8.8% | -17.7% | 17.3%
O=C(NCCc1ccccc1)c1ccc(Cl)nc1 | 11.0% | 0.0% | -0.8% | -1.7% | -3.7% | 2.5% | 0.7% | 3.8%[46.1 µM]
Cc1cccc(N2CCN(C(=O)C3CCN(c4nnc(-n5cccc5)s4)CC3)CC2C)c1 (configuration not stated) | -14.0% | 2.3% | 1.0% | -9.8% | -6.1% | ? | -10.0% | -3.1%
Cn1cc(Cl)c(C(=O)Nc2nc3ccc(Cl)cc3s2)n1 | ? | 3.8% | 0.9% | 5.7% | 7.2% | -9.5% | -14.0% | -17.5%[46.1 µM]

Part of the list above, as labelled records:
> COc1ccc(C(=O)C(CCCCC(CN(C)C)C(=O)c2ccc(OC)cc2)CN(C)C)cc1 (configuration not stated)
  ALDH1A1 block: -1.4%	GAA glycogen mod: 6.7%	Epigenetic derep: 0.0%	GAA spleen mod: -9.7%	GLA spleen mod: -20.9%	GAA inhib: -1.2%	Tau fluor cs: -4.2%	NPSR antag: -8.5%[46.1 µM]
> Cc1ccc2c(c1)c1ncn(CCC3=CCCCC3)c(=O)c1n2C
  ALDH1A1 block: ?	GAA glycogen mod: -3.3%	Epigenetic derep: -0.2%	GAA spleen mod: 3.4%	GLA spleen mod: 11.7%	GAA inhib: 5.9%	Tau fluor cs: -7.4%	NPSR antag: ?

The listing picks up with the four entries that preceded the break.
SMILES | ALDH1A1 block | GAA glycogen mod | Epigenetic derep | GAA spleen mod | GLA spleen mod | GAA inhib | Tau fluor cs | NPSR antag
COc1cc(OC)c(C(=O)NCc2cccnc2)cc1OC | -4.0% | -16.5% | 1.1% | -3.8% | -3.1% | -8.8% | -17.7% | 17.3%
O=C(NCCc1ccccc1)c1ccc(Cl)nc1 | 11.0% | 0.0% | -0.8% | -1.7% | -3.7% | 2.5% | 0.7% | 3.8%[46.1 µM]
Cc1cccc(N2CCN(C(=O)C3CCN(c4nnc(-n5cccc5)s4)CC3)CC2C)c1 (configuration not stated) | -14.0% | 2.3% | 1.0% | -9.8% | -6.1% | ? | -10.0% | -3.1%
Cn1cc(Cl)c(C(=O)Nc2nc3ccc(Cl)cc3s2)n1 | ? | 3.8% | 0.9% | 5.7% | 7.2% | -9.5% | -14.0% | -17.5%[46.1 µM]
CC(=O)CCS(=O)(=O)c1ccc(C)c(C)c1 | ? | 11.8% | -1.3% | -4.4% | 5.2% | 11.3% | 1.3% | 9.1%[46.1 µM]
CC(C)(C)c1ccc(S(=O)(=O)NCc2ccc(C(=O)N3CCOCC3)cc2)cc1 | 11.2µM* | 24.1% | -1.0% | -0.5% | 3.9% | ? | -11.1% | -7.5%[46.1 µM]
COC(=O)CNC(=O)[C@@]1(C)C=C[C@@H](Cc2ccccc2)N1C(=O)OC | ? | · | 0.0% | -6.8% | -1.6% | · | -18.7% | ·
CN(C)S(=O)(=O)c1ccc(N2CCCC2)c(C(=O)NCC2CCCCC2)c1 | 4.2% | 26.5% | -0.6% | 3.9% | -2.5% | 8.0% | -5.0% | -19.5%
O=C(N/N=C/c1ccc(Br)s1)c1ccccn1 | -10.7% | 8.1% | 6.7% | -4.3% | 1.2% | -2.8% | -12.9% | -6.3%
O=C1CCSc2ccc(Cl)cc2N1Cc1cccc(Cl)c1 | ? | -0.5% | -1.8% | -8.3% | -3.2% | -7.3% | -10.5% | ?
Cc1nn(Cc2ccc(F)cc2)c(C)c1NC(=O)c1cc2ncc(Br)cn2n1 | 6.6% | 0.8% | 0.1% | -0.9% | -2.9% | 2.7% | -5.4% | -3.5%
O=C(CC1SC(=O)N(Cc2cccc3ccccc23)C1=O)Nc1nccs1 (configuration not stated) | 14.3% | 7.4% | -1.3% | ? | 9.5% | 5.5% | ? | -18.1%[46.1 µM]
COc1cccc(N2CCN(S(=O)(=O)c3cccc4nsnc34)CC2)c1 | 0.2% | 7.7% | 1.2% | -11.2% | 1.7% | 0.0% | -21.5% | 4.1%
C#CCCOC(=O)Nc1ccccc1 | · | 5.4% | 0.1% | -1.5% | 2.2% | · | -11.8% | -34.7%
Cc1c(C=O)c2ccccn2c1C(=O)c1ccncc1 | ? | 6.7% | 5.9% | -2.2% | -12.0% | ? | -6.9% | -10.4%[46.1 µM]
CCOC(=O)c1cc(C(=O)OCC)c2cccc(C)n2c1=O | -3.2% | -7.7% | 0.0% | -6.2% | -4.7% | 1.4% | -3.2% | 2.4%[46.1 µM]
COC(=O)c1ccc(C(=O)OC)c(-n2c(=O)c3ccccc3c3ccccc3c2=O)c1 | ? | 5.7% | -1.0% | -7.4% | -4.1% | 3.6% | 7.4% | -58.4%
O=c1cc(-c2ccccc2F)nc(-c2ccccc2F)o1 | 8.6% | 0.8% | 0.0% | 1.7% | 3.5% | 8.1% | 5.6% | -4.8%
CCOC(=O)C1CCN(C(=S)Nc2cccc(C)c2)CC1 | 2.1% | -0.7% | -0.9% | 1.3% | -2.8% | 4.7% | -10.0% | -3.1%[46.1 µM]
COc1ccc(OC)c(C2=Nn3c(nnc3-c3cc(C)[nH]n3)SC2)c1 | · | 2.9% | 1.3% | 4.3% | 0.8% | · | -1.7% | 15.7%
CC(C)[C@H](NC(=O)c1ccccc1)C(=O)OCC(=O)N1CCCCCC1 | 10.8% | 4.6% | 0.0% | -4.5% | 1.0% | -4.2% | 8.1% | 13.4%
O=C(/C=C/c1ccc(Cl)cc1Cl)Nc1ccc(CN2CCOCC2)cc1 | 2.6% | -5.7% | 1.0% | -8.1% | 2.6% | -7.2% | -25.0% | -6.3%
CCCC1=NN2C(=N)/C(=C\c3cc(C)n(-c4cccc(C)c4)c3C)C(=O)N=C2S1 | ? | 3.4% | -1.9% | -0.9% | 3.3% | ? | 1.9% | -54.6%
CN=c1sc2ccccc2n1CC(O)COCc1ccco1 (configuration not stated) | -1.6% | 4.2% | -0.7% | -3.1% | 0.7% | ? | 1.2% | -4.5%[46.1 µM]
COC(=O)Cn1c(=NC(=O)c2cc(OC)c(OC)c(OC)c2)sc2cc(OC)ccc21 | ? | -4.0% | 0.0% | -9.1% | -0.5% | ? | -5.5% | -43.1%
COc1cc(NC(=O)COc2ccccc2[N+](=O)[O-])ccc1NC(=O)c1cccs1 | 15.5% | -13.0% | 1.2% | -0.2% | 11.4% | ? | -7.0% | 15.4%
